Compound activity (PubChem)
CHRM4 PAM: CHRM4 positive allosteric modulation | P08173 | AID 624126 | CHO-K1 hM4/Gqi5, Fluo-8 calcium fluorescence, ACh EC20; 0% = ACh EC20, 100% = maximal ACh | activation, % at 3 µM | actives 0.4% (n = 360,000);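 active = activation above its plate's cutoff, the mean activation of sample wells plus 3 SD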; note: some results filed as inactive read as strong as hits
Target sequence (P08173 whole entry, looked up): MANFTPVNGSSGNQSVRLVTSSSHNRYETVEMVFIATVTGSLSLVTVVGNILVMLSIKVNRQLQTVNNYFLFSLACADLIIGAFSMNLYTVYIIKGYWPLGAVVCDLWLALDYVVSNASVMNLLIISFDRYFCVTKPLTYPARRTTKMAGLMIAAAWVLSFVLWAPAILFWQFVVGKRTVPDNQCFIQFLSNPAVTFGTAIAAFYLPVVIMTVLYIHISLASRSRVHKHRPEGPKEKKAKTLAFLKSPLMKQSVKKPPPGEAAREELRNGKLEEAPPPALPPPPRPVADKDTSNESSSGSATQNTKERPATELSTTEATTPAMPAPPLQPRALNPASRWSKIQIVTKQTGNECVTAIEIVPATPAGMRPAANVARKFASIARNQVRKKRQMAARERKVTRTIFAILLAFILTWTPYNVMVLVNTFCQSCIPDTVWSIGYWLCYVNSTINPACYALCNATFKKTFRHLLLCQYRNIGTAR
CHRM5 agonist: agonists of human muscarinic M5 receptor (CHRM5); actives 0.19% (n = 360,000); CHO-K1 hM5 cells, Fluo-8 calcium fluorescence; 0% DMSO wells, 100% maximal acetylcholine response; AID 624037; activation, % at 3 µM;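 active = activation above the run's mean over test compounds plus 3 SD, cut at about 23% in these data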;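 note: signal is peak over basal fluorescence ratio across the kinetic read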
Target sequence (P08912 whole entry, looked up): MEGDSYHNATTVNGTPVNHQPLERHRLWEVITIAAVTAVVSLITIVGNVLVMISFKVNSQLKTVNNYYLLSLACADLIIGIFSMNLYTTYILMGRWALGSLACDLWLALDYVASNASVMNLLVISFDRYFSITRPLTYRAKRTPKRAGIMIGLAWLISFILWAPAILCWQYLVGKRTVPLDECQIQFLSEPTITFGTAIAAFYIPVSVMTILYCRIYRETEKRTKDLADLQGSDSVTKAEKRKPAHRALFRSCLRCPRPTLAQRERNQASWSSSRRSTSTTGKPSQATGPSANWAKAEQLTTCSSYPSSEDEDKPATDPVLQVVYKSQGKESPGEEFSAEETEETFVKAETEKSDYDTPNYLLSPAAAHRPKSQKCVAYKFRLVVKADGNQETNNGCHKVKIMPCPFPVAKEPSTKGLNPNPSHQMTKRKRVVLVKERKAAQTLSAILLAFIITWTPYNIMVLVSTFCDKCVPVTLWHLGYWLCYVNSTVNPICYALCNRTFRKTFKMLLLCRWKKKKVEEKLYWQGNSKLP
M5 PAM: CHRM5 positive allosteric modulation. AID 624038. CHO-K1 hM5, Fluo-8 calcium, ACh EC20 PAM; 0% = ACh EC20, 100% = ACh EC100. activation, % at 3 µM. actives 0.3% (n = 360,000). P08912;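 active = activation above the run cutoff, the mean activation of all test compounds plus 3 SD, cut at about 18% in these data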
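System – CHO-K1 hM5 cells · Compound – 3 µM, single dose · Incubation – compound preincubation 140 s before EC20 acetylcholine addition · Technique – Fluo-8 calcium fluorescence · Measure – Max/basal fluorescence ratio as % of EC20–EC100 ACh window · Benchmarks – low control EC20 acetylcholine (0%), high control EC100 acetylcholine (100%) · Replication – singlicate, one well per test compound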
CHRM5 antagonist: antagonists of human muscarinic M5 receptor (CHRM5) | CHO-hM5 cells, Fluo-8 calcium fluorescence, ACh EC80 | inhibition, % at 3 µM | actives 0.59% (n = 360,000);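 active = inhibition above a per-plate cutoff, the mean of that plate's test compounds plus 3 SD, cut at about 27% in these data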;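 note: 0% = acetylcholine EC80 with DMSO and 100% = DMSO without agonist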
CRFR2-BP antag: antagonists of CRF-binding protein/CRF-R2 receptor complex. HEK293 CRF-R2/CRF-BP, CRF-induced calcium fluorescence. actives 0.59% (n = 350,000). AID 588475. inhibition, % at 11.8 µM;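 active = inhibition of the ligand-induced calcium signal above about 50% at the single tested concentration, limit read from the data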
CRFR2-BP ag: agonists of human CRF-binding protein/CRF-R2 receptor complex. activation, % at 13.2 µM. actives 0.46% (n = 350,000). HEK293 CRF-R2/CRF-BP, calcium dye fluorescence (FLIPR); percent of saturating CRF peptide response. AID 588473;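 active = activation of at least 50%, plus an integration ratio under a set limit after plate pattern correction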;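 note: plate controls were neutral control wells without compound for no effect and CRF at EC100 for full effect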
M4 ag: CHRM4 agonism in calcium assay | activation, % at 3 µM | AID 624127 | P08173 | actives 0.14% (n = 360,000) | CHO-K1 hM4/Gqi5, Fluo-8 calcium fluorescence; vehicle 0%, full acetylcholine response 100%;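 active = activation above the run mean over all test wells plus 3 SD, cut at about 32% in these data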;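 note: peak over basal fluorescence ratio per well then scaled between controls; 0% = DMSO wells and 100% = acetylcholine at EC100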
CHRM4 antagonist: CHRM4 antagonism in calcium assay. P08173. CHO-hM4 cells, ACh EC80, Fluo-8 calcium fluorescence. inhibition, % at 3 µM. actives 0.73% (n = 360,000). AID 624125;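 active = inhibition above its plate's cutoff, the mean inhibition of sample wells plus 3 SD, cut at about 27% in these data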;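 note: 0% = acetylcholine EC80 with DMSO and 100% = DMSO without agonist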
IDE inh: inhibits human insulin-degrading enzyme in HEK cells; FAbetaB cleavage, fluorescence polarization; inhibition, % at 5.59 µM; actives 0.41% (n = 320,000); AID 434962;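 active = percent inhibition above the average of all tested compounds plus 3 SD, set per screening campaign, cut at about 16% in these data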;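 note: IDE supplied by intact live HEK cells; FP after avidin binding of uncleaved biotin substrate so inhibition keeps polarization high; 0% = DMSO wells and 100% = 60 µM reference IDE inhibitor Ii1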
Starred values were filed as active, the others as inactive; nt = no result given.

smiles	CHRM4 PAM	CHRM5 agonist	M5 PAM	CHRM5 antagonist	CRFR2-BP antag	CRFR2-BP ag	M4 ag	CHRM4 antagonist	IDE inh
CCOc1ccc2[nH]cc(C(=O)NCCc3ccccc3)c(=O)c2c1	1	4	-2	-14	-11	-1.6	8	-14	4
O=C(CCc1nnc(-c2ccccc2)o1)NCc1c(F)cccc1F	0	0	1	5	7	-1.2	1	6	-2
CCOc1cc(C)c(S(=O)(=O)Nc2ccc(F)cc2)cc1C	-3	-5	-6	10	-3	1.4	0	-11	-5
CCn1ccnc1CN(C)Cc1c(C(=O)N2C[C@@H](C)O[C@@H](C)C2)nc2ccc(Cl)cn12	3	-2	2	2	13	-1.2	1	-12	nt
CCCCn1c(N)c(N(CC)C(=O)/C=C/c2ccco2)c(=O)[nH]c1=O	4	0	4	8	6	0.1	1	-10	-4
COc1cc2c(cc1OC)/C(=C/C(=O)c1ccccc1F)NCC2	-5	-1	-1	7	-8	-5.3	3	-2	nt
CC(C)NC(=O)COc1ccc(S(=O)(=O)N(C)Cc2ccccc2)cc1	-13	4	0	-4	-8	3.2	5	-3	-3
CCOC(=O)CSC1=C(C#N)C(c2ccc(F)cc2)C(C(C)=O)=C(C)N1 (configuration not stated)	-3	1	-6	9	5	0.4	5	4	1
CCOC(=O)N1CCN(C(=O)c2cc3n(n2)C(C(F)(F)F)CC(c2ccc4c(c2)OCO4)N3)CC1 (configuration not stated)	3	-4	2	1	6	-1.4	5	-10	16
C=CCn1c(SCC(=O)NC2CCCCC2)nnc1-c1sc(N)nc1C	2	-2	5	-7	-1	1.5	1	-1	0
Cc1ccc(CN2C(=O)CCC2C(=O)NCCCN2CCOCC2)cc1 (configuration not stated)	7	-2	6	0	14	-0.4	0	1	3
O=S(=O)(c1ccc(F)c(F)c1)N1CCN(c2ncccn2)CC1	-1	-1	-1	4	1	-0.9	1	5	-1
O=S(=O)(Nc1ncccn1)c1ccc(NS(=O)(=O)c2cccc(Cl)c2Cl)cc1	4	-3	1	-5	11	-0.6	1	4	-3
O=C(CN1CCCC1)NCC(=O)Nc1ccc(F)cc1	-2	1	0	13	6	0.9	1	2	2
Cc1ccc(S(=O)(=O)N2CCC(C(=O)C3C(=O)CC(C)(C)CC3=O)CC2)cc1	4	2	4	-8	-2	0.7	-1	-4	1
COc1ccc(OC)c(NC(=S)NN2CCN(C)CC2)c1	1	-6	-3	-4	8	-1.4	1	-5	-2
CC1CCN(C(=O)c2cc(S(=O)(=O)N3CCCCC3)c[nH]2)CC1	4	2	-5	0	-7	1.1	4	-16	1
O=C(NCCN1CCCC1)c1ccc(Br)cc1	0	-5	-2	-7	-2	1.1	0	1	4
Nc1nonc1-c1nc2ccccc2[nH]1	6	-6	-2	2	-22	-0.1	1	7	1
CCN(CC)c1ccc([C@H]2[C@@H]3CCCC[C@]3(O)CCN2CC(=O)NCc2ccco2)cc1	-2	2	0	4	2	0.1	0	-13	0
CN1CCC(N(C)C(=O)COc2ccc(S(=O)(=O)N3CCOCC3)cc2)CC1	5	3	0	2	0	-2.3	1	-3	0
CCOc1ccc(NS(=O)(=O)c2cccs2)cc1S(=O)(=O)N1CCCC1	3	2	-1	0	8	0.3	2	6	nt
CCCn1c(C)nnc1SCC(=O)NC1CCCCC1	1	-2	3	-7	-5	1.2	1	-1	0
COc1ccccc1-c1nnc2sc(COc3ccc(Cl)cc3)nn12	4	-7	-9	-7	24	-0.8	7	-15	7

The list goes on:
canonical_smiles	CHRM4 PAM	CHRM5 agonist	M5 PAM	CHRM5 antagonist	CRFR2-BP antag	CRFR2-BP ag	M4 ag	CHRM4 antagonist	IDE inh
C=CCOc1ccccc1CN1CCC(Oc2ccc(C(=O)N3CCCC3)cc2)CC1	-11	-8	-4	15	-20	0.6	0	18	5
O=C(COc1ccc(Cl)cc1Br)OCC(=O)c1ccc[nH]1	1	-9	5	-3	8	-0.7	2	-13	-4
COc1ccc(CCn2c(C)nc3c(c(=O)c4ccccc4n3C)c2=O)cc1	-10	-2	-12	12	23	0.5	4	10	-4
COc1ccc([N+](=O)[O-])cc1N(CC(=O)N1CCCCC1)S(C)(=O)=O	4	-4	0	-9	7	-1.4	1	-5	3
CSc1nsc(SCC(=O)N2CCCc3ccccc32)n1	5	-7	-5	-10	-16	2.3	2	5	2
CCCCC(=O)Nc1ccc(Br)cn1	1	-7	-8	8	2	-1.4	0	0	1
CC(C)(C)c1cc(C(=O)N/N=C/c2ccco2)n[nH]1	0	-1	-9	10	5	-0.4	1	5	0
COc1ccccc1-n1cc(C(=O)c2cc(Cl)ccc2O)cc(C#N)c1=O	6	2	-5	1	18	6.3	8	-2	13
Cc1cccc(C)c1NC(=O)C1(C)CSCC(=O)N1CCCN1CCOCC1 (configuration not stated)	8	0	-1	6	nt	nt	0	-2	nt
C=C(C)CSc1nnc(CCCCCNC(=O)OC(C)(C)C)o1	-24	6	-25	14	5	3.6	15	8	9
COc1ccc(CNC(=O)Cn2ccc(NC(=O)OCc3ccccc3)nc2=O)cc1	2	1	0	8	-2	-2.2	2	5	-6
CCOc1ccccc1NC(=S)NCc1ccco1	-10	-4	2	12	5	-2.1	0	16	-9
COc1ccc2c(c1)c(=O)oc1cc(O)ccc12	-3	2	-11	10	1	-2.3	2	3	-5
CC1CN(C(=O)c2nn(C)cc2[N+](=O)[O-])CC(C)O1 (configuration not stated)	2	-4	0	2	6	-2.7	0	7	2
Cn1c(=O)c2c(nc(Br)n2C)n(C)c1=O	3	0	-1	0	22	-1.5	0	0	7
Cc1ccc2cc(CN(CC3CCCO3)S(=O)(=O)c3c(C)ccc4nsnc34)c(=O)[nH]c2c1 (configuration not stated)	-6	0	1	-10	-17	-0.2	0	6	1
CC(=O)c1ccc(N2CCN(C(=O)c3nn(Cc4ccccc4)c(=O)c4ccccc34)CC2)cc1	-6	-2	-6	17	-6	-0.9	7	1	7
Cc1c(NC(=O)C(C)Sc2ncnc3ccccc23)c(=O)n(-c2ccccc2)n1C (configuration not stated)	4	-3	4	0	11	0.3	2	1	-2
CCOC(=O)COc1nc(-c2ccc(C)cc2)cc(-c2ccco2)c1C#N	11	-1	5	5	-4	7.2	0	-5	-3
CCOc1ccc(C(=O)N/N=C/c2ccc(SC)cc2)cc1	2	-3	-1	9	-4	-1.3	0	6	5
COc1cc(OC)cc(C(=O)Nn2cc(C(=O)Nc3c(F)cccc3F)c3ccccc3c2=O)c1	3	1	0	7	5	-2.0	1	13	2
O=C(NCc1ccncc1)C(=O)NCC1OCCN1S(=O)(=O)c1cc(F)ccc1F (configuration not stated)	-1	-3	2	0	-2	1.0	1	0	8
c1ccc2c(c1)COC(CNC1CCCCC1)OC2	-7	-7	-3	9	5	3.1	2	-1	5
CCC(CC)NC(=O)/C=C/c1ccccc1Cl	2	-3	-3	1	7	-12	0	-9	0
O=C(O)c1cccc(NC(=O)c2ccc3c(c2)C(=O)N(c2cccc([N+](=O)[O-])c2)C3=O)c1	-4	-2	-4	5	-1	-4.8	2	-9	-1
CCO[C@@H]1OC(C(=O)N2CCN(C)CC2)=C[C@H](C2CCCCC2)[C@H]1CCCO	8	1	7	4	-12	6.5	1	-6	9
O=[N+]([O-])c1ccc(C(O)CN2CCN(C/C=C/c3ccccc3)CC2)cc1 (configuration not stated)	-6	-8	-3	4	12	-1.6	6	0	-4
O=C(Nc1cccc(-c2nnc(-c3ccccc3)o2)c1)C1CCCCC1	8	-6	-3	-4	-4	3.9	4	-5	-5
Cc1ccc(N(CC(=O)N2CCN(C3CCCCC3)CC2)S(=O)(=O)c2cccnc2)cc1	-6	-3	-2	4	-2	2.9	1	9	7
CCOC(=O)c1c(NC(=O)CSc2nc3ccc(OC)cc3[nH]2)sc2c1CC(C)(C)NC2(C)C	11	-1	1	0	-31	0.9	2	-13	7
O=c1cc[nH]c2cc(C(F)(F)F)ccc12	0	1	-1	-1	-12	-0.3	1	6	4
Cc1ccc(C2CC(c3cccs3)=NN2C(=O)CSc2nc3ccccc3o2)cc1 (configuration not stated)	5	2	-3	0	3	2.7	0	2	-8
COc1ccc(NC(=O)C(=O)Nc2cccc3cccnc23)c(OC)c1	-4	0	0	1	9	1.0	1	1	-1
Cc1[nH]c2ccccc2c1C(c1ccncc1)N1CCCCC1 (configuration not stated)	3	-3	5	8	-5	1.7	1	-3	6
CCO[C@H]1c2c(ccc3ccc(=O)oc23)OC(C)(C)[C@@H]1O	11	2	2	10	6	-0.1	4	-7	-4
COc1ccc(OC)c(S(=O)(=O)n2ccc(C)n2)c1	-2	0	3	8	19	-0.8	0	-1	-2

Of the compounds above, eight contain an aryl thioether with sulfur outside any ring.
canonical_smiles	CHRM4 PAM	CHRM5 agonist	M5 PAM	CHRM5 antagonist	CRFR2-BP antag	CRFR2-BP ag	M4 ag	CHRM4 antagonist	IDE inh
C=CCn1c(SCC(=O)NC2CCCCC2)nnc1-c1sc(N)nc1C	2	-2	5	-7	-1	1.5	1	-1	0
CCCn1c(C)nnc1SCC(=O)NC1CCCCC1	1	-2	3	-7	-5	1.2	1	-1	0
CSc1nsc(SCC(=O)N2CCCc3ccccc32)n1	5	-7	-5	-10	-16	2.3	2	5	2
C=C(C)CSc1nnc(CCCCCNC(=O)OC(C)(C)C)o1	-24	6	-25	14	5	3.6	15	8	9
Cc1c(NC(=O)C(C)Sc2ncnc3ccccc23)c(=O)n(-c2ccccc2)n1C (configuration not stated)	4	-3	4	0	11	0.3	2	1	-2
CCOc1ccc(C(=O)N/N=C/c2ccc(SC)cc2)cc1	2	-3	-1	9	-4	-1.3	0	6	5
CCOC(=O)c1c(NC(=O)CSc2nc3ccc(OC)cc3[nH]2)sc2c1CC(C)(C)NC2(C)C	11	-1	1	0	-31	0.9	2	-13	7
Cc1ccc(C2CC(c3cccs3)=NN2C(=O)CSc2nc3ccccc3o2)cc1 (configuration not stated)	5	2	-3	0	3	2.7	0	2	-8
